From PubChem
MsrA inhibitor = inhibits bovine methionine sulfoxide reductase A; purified bovine MsrA, absorbance read-out; inhibition, % at 15.5 µM; 0.75% of 360,000 active; AID 651718; in the data active means inhibition above about 4.5%;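 further: 0% = vehicle wells with enzyme and 100% = reference inhibitor wells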
Rpn11 inh = inhibitors of human proteasome Rpn11 | O00487 | human 26S proteasome, Ub4-pepOG fluorescence polarization; 20S core pre-blocked with epoxomicin | calls only at 20 µM | 0.59% of 360,000 active | AID 588493;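 active means inhibition at 20 µM, scaled to each plate's controls, above about 33%, limit read from the data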
CSN inh = inhibitors of human CSN-mediated cullin deneddylation; Q92905; Purified CSN, SCF-Nedd8-OG deneddylation, fluorescence polarization; inhibition, % at 12.5 µM; 0.38% of 360,000 active; AID 651999;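 active means pattern-corrected inhibition above about 35%, with an unprinted fluorescence ratio check between 0.5 and 1.5, limit read from the data, passing the limit was not always enough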;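 further: 0% = enzyme with substrate and 100% = substrate without enzyme; some results filed as inactive read as strong as hits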
Target sequence (Q92905 whole entry, looked up, one chain of several): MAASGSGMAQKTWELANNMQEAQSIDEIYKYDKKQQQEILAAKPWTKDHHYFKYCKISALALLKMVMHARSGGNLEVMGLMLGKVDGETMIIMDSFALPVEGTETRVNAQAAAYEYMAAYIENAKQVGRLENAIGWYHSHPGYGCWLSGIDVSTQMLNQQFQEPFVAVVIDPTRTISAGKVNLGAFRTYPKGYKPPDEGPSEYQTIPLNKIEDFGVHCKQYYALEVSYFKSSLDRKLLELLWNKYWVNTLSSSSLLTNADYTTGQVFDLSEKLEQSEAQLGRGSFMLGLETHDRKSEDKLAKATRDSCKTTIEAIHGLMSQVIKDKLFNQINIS
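Assay system: purified human Csn5 enzyme expressed in HEK293T cells; measure: % inhibition; also added: SCFSkp2-Nedd8OG substrate at 10 nM final; technique: fluorescence polarization; times: reaction 90 min, room temperature; medium: Tris buffer pH 7.5, NaCl, DTT, Tween-20, trehalose, ovalbumin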
E coli Lon inh = E. coli protease La inhibition | P0A9M0 | purified E. coli Lon protease, fluorescence polarization | inhibition, % at 7.94 µM | 0.42% of 360,000 active | AID 602123; in the data active means inhibition above about 13%, passing the limit was not always enough;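 further: 0% = enzyme with probe and DMSO and 100% = no enzyme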
MLLE-PAM2 inh = inhibitors of microRNA-mediated deadenylation, human PABP1 MLLE binding; P11940; GST-MLLE / FITC-PAM2 fluorescence polarization; inhibition, % at 20 µM; 0.36% of 360,000 active; in the data active means inhibition above about 35%, passing the limit was not always enough;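 further: plate controls were DMSO wells with GST-MLLE for no effect and wells lacking GST-MLLE protein for full effect; some results filed as inactive read as strong as hits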
Target sequence (P11940 whole entry, looked up): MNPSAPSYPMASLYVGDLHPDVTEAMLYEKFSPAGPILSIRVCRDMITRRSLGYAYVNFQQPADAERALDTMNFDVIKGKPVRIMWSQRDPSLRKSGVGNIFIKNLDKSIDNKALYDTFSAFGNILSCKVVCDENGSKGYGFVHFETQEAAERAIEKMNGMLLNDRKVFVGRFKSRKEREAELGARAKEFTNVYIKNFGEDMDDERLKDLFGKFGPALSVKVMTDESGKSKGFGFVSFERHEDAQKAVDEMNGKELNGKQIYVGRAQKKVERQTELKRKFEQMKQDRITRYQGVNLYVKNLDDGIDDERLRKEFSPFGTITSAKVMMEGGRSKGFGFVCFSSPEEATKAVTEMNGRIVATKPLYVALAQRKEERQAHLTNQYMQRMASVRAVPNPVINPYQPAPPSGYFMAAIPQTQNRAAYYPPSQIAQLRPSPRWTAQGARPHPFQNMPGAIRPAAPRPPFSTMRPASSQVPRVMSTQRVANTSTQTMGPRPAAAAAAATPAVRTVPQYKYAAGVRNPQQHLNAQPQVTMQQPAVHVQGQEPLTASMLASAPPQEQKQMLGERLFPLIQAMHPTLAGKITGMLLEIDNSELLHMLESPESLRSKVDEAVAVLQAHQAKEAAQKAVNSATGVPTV
FAS-TE inh = blocks the thioesterase domain of human fatty acid synthase. recombinant FAS-TE, OMFH fluorogenic substrate, fluorescence endpoint. inhibition, % at 15 µM. 0.67% of 360,000 active. AID 602261;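 active means compounds whose normalised, plate-corrected inhibition of enzyme fluorescence in the single-dose primary screen is 50% or more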;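 further: 0% = DMSO with enzyme and 100% = substrate without enzyme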
Rin1 Abl inh = inhibitors of human Rin1-Abl protein interaction; P00519+Q13671; TR-FRET Rin1/Abl binding, biochemical; inhibition, % at 7.35 µM; AID 588664; 0.4% of 360,000 active; in the data active means inhibition above about 5%, passing the limit was not always enough
MT1-MMP act inh = blocks activation of human MT1-MMP | P50281 | HT1080 RFP-PRO-GFP cells, GFP/RFP ratio fluorescence, overnight; percent of plate control window, DMSO zero | GFP/RFP ratio change, % at 20 µM | 0.061% of 360,000 active | AID 651647;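 active means GFP/RFP ratio change of at least 30% with cell ATP level not reduced by more than half and red fluorescence within 50% of control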; further: strong numbers were not always called active
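Test system: HT1080 RFP-PRO-GFP cells; Benchmarks: DMSO and RFP-L50D-GFP cell wells; Timing: cells overnight before dosing, compound overnight, 37 °C, 5% CO2; Compound: one 20 µM compound dose with 1% DMSO; Read-out: GFP/RFP fluorescence ratio.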
MsrA act = bovine methionine sulfoxide reductase A activation. purified bovine MsrA, absorbance read-out. activation, % at 10.6 µM. 0.3% of 360,000 active; in the data active means activation above about 7.5%;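 further: 0% = vehicle and 100% = reference activator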
* marks the source's active call; other numbers are inactive results; i = inactive; · = no result given; + = active, no number; & = joins results of further samples.

item	smiles	CSN inh	E coli Lon inh	MsrA act	MT1-MMP act inh	MsrA inhibitor	Rin1 Abl inh	FAS-TE inh	Rpn11 inh	MLLE-PAM2 inh
1	CCOc1ccc(Nc2ncnc3c2cnn3-c2ccccc2)cc1	0	-4	-8	-3	-0.4	-2	-5	i	7
2	O=c1c2c(n3nnnc3n1Cc1ccccc1)-c1ccccc1CC21CCCC1	-5	-2	-1	-6	0.5	3	24	i	-11
3	Cc1ccc(CN2CCC(Oc3ccc(C(=O)NCc4ccccn4)cc3)CC2)o1	4	-1	-2	0	0.4	0	-2	i	-12
4	CCCCNC(=O)c1onc(CSc2cccc(OCC)c2)c1C(=O)O	-6	-8	-1	-3	-0.1	-2	-5	i	6
5	CCC(=O)c1ccc(N2CCN(C(=O)Cc3ccccc3)CC2)c(F)c1	2	-11	-4	-4	-0.1	1	1	i	-3
6	COc1cccc(CC2(CO)CCCN(C(=O)c3cc[n+]([O-])cc3)C2)c1 (stereo not given)	-2	-1	-4	7	1.4	4	-6	i	1
7	CCCCCCN1C=CC=C/C1=C\C=C(C#N)C#N	8	-75	-1	-136	-0.2	-10	16	+	-112
8	O=C(N/N=C\c1ccc2c(c1)OCO2)c1cncc(Br)c1	1	-10	-3	4	4.0	-2	0	i	-5
9	Cc1ccccc1OCCC(=O)Nc1ccc(S(=O)(=O)N(C)C2CCN(C)CC2)cc1	-1	-13	-3	-2	-0.5	-1	0	i	-8
10	COc1ccc(CNC(=O)CCc2nc(-c3ccccc3F)no2)c(OC)c1	-4	0	-5	5	-0.9	0	0	i	1
11	CN(C)c1ccc(/C=C/c2nc3ccccc3c(=O)[nH]2)cc1	5	-383	-1	-48	0.3	-2	-2	·	-90
12	CCN(CC)CCCN1C(=O)C2C(C(=O)Nc3ccc(C(C)C)cc3)C3C=CC2(O3)C1C(=O)NC1CCCCC1 (stereo not given)	0	2	-2	1	-0.3	3	-2	i	-3
13	Cc1ccc(-n2c(Cc3cccs3)nnc2SCC(=O)OC(C)C)cc1	-1	-10	-1	0	-1.2	0	-3	i	-5
14	CCOC(=O)C(C)Sc1nc2c(cnn2-c2ccc(F)cc2)c(=O)[nH]1 (stereo not given)	1	0	-1	·	-1.4	-1	1	i	-3
15	CCS(=O)(=O)N1CCC(C(=O)Nc2ccccc2OC)CC1	3	-6	-5	-4	-0.6	4	-7	i	1
16	CCOc1ccc(C2NC(=O)NC(C)=C2[N+](=O)[O-])cc1OC (stereo not given)	-3	-5	-4	10	2.5	-2	-7	i	4
17	CCCN1CCN(C(=O)Cn2ncc3c([nH]c4ccc(C)cc43)c2=O)CC1	1	-19	-9	2	0.0	1	-10	i	-4
18	COc1ccc(OC)c(N(CC(=O)N2CCCC2)S(=O)(=O)c2ccc(OC)c(OC)c2)c1	-2	-6	-3	3	-0.4	3	-9	i	4
19	COc1ccc(CNC(=O)c2ccc(NS(=O)(=O)c3ccc4[nH]c(=O)[nH]c4c3)cc2)cc1OC	-3	0	-2	-2	-0.3	3	-2	i	-2
20	O=C(NC(=S)Nc1ccc2cn[nH]c2c1)c1ccccc1	-7	-2	-3	1	-0.1	0	-2	i	13
21	CN(Cc1ccc(Cl)cc1)C(=O)c1ccc2ccccc2n1	3	9	-6	3	-0.7	-2	3	i	6
22	CCCOC(=O)c1[nH]c2c(c1C)C(=O)CC(c1ccc(OC)c(OC)c1)C2 (stereo not given)	-3	-12	-2	4	0.7	0	-6	i	4
23	COc1ccc(/C=N\NC(=O)c2ccccc2F)cc1COc1ccc(F)cc1	-4	6	-6	1	1.9	0	-6	i	12
24	COc1ccc(S(=O)Cc2ccc(C(=O)NCc3cccc(OC)c3)o2)cc1 (stereo not given)	0	-5	-1	2	-0.8	-1	-8	i	-4
25	Cc1ccc(S(=O)(=O)Nc2ccc3ccccc3c2[N+](=O)[O-])cc1	-1	8	-9	-3	1.7	1	3	i	1
26	CCN(CC)S(=O)(=O)c1cc(NC(=S)NC(=O)C2CCCC2)ccc1C	-1	4	-10	16	0.9	2	24	i	38
27	O=C(Oc1ccccc1)c1cc(O)c(O)c(O)c1	11	1	-7	3	·	13	-11	i	17
28	COc1ccc(N(CC(=O)NCCSCc2cccc(Cl)c2)S(C)(=O)=O)cc1Cl	0	2	-3	6	-0.3	0	18	i	14
29	O=C(C[C@H]1C/C=C\C[C@H](NC(=O)OCC2c3ccccc3-c3ccccc32)C(=O)O[C@@H](c2ccccc2)CNC1=O)NCCO	3	7	-6	1	0.4	0	4	i	15
30	Cc1nn(-c2ccccn2)c2c1-c1nc(N)ncc1CC2	4	-11	-2	-16	2.4	-2	-6	i	14
31	CN(C)S(=O)(=O)c1ccc(Cl)c(NC(=O)COC(=O)CN2C(=O)C3CCCCC3C2=O)c1 (stereo not given)	-6	1	-8	-4	0.8	-2	-2	i	4
32	Cc1ccc(C)c(NC(=S)N2CCCCC2CO)c1 (stereo not given)	2	-1	-2	-1	-1.3	-2	-2	i	32
33	O=C(NC(=S)NN1CCOCC1)c1cc(Br)ccc1Cl	-4	-7	-3	1	-0.1	1	-4	i	15
34	Cc1ccc(CSCCNC(=O)CSc2ccccc2)cc1	0	-4	-1	2	-0.2	-1	7	i	3
35	Cc1ccc(S(=O)(=O)N2CCC(C(=O)OCC(=O)N3CCCC3=O)CC2)cc1C	0	-2	2	1	1.1	2	-2	i	9
36	COc1cc(OC)c2c(c1)C(=O)c1cc(OC)cc(OC)c1C2=O	1	-12	0	2	0.5	0	-3	i	-17
37	CC(=O)Nc1ccc(Oc2nc(-c3cccnc3)nc3sc4c(c23)CCCC4)cc1	1	-4	-2	-1	·	0	-8	i	-1
38	CCc1nnc(NS(=O)(=O)c2ccc(N3C(=O)c4ccc(C(=O)O)cc4C3=O)cc2)s1	1	1	-3	4	0.6	2	-2	i	17
39	CC(C)CN(C(=O)COC(=O)CNC(=O)c1ccccc1)c1c(N)n(Cc2ccccc2)c(=O)[nH]c1=O	-3	-11	-5	-1	0.3	1	-5	i	-11
40	Cc1cccc(S(=O)(=O)NC(=O)C2(C)CCN2C(=O)C/C=C/c2ccccc2)c1 (stereo not given)	3	2	0	-2	1.0	0	-4	i	4
41	COC(=O)Cn1ncn2c(cc3oc(C)cc32)c1=O	5	2	0	2	-0.8	0	-4	i	-2
42	COc1cc(/C=N/NC(=O)c2cccs2)ccc1OCc1ccccc1	1	-6	-17	2	2.3	-6	8	i	-1
43	COC(=O)C1=NN(c2cccc3ccccc23)C2C(=O)N(c3ccccc3OC)C(=O)C12 (stereo not given)	1	-3	-2	-1	1.1	-4	5	i	8
44	CCC(Sc1nc2ccncc2[nH]1)C(=O)Nc1cc(Cl)ccc1C (stereo not given)	5	-1	0	-1	-0.6	-2	-41	i	-24
45	COc1cc(-c2c(-c3ccc4c(c3)OCO4)noc2C)ccc1F	-4	3	-3	-2	0.0	0	24	i	-4
46	Cc1ccc2sc(NC(=O)CN3C(=O)c4ccccc4C3=O)nc2c1C	1	1	-4	2	0.1	1	-4	i	-8
47	CC(C(=O)Nc1ccc2c(c1)OCO2)c1ccc([N+](=O)[O-])cc1 (stereo not given)	-4	-7	-9	-1	-1.3	0	44	i	-3
48	CC(C)(C)NC(=O)Cn1c(SCC(N)=O)nc2ccccc21	1	-4	-4	-1	-0.2	0	-3	i	1
49	COc1cc(NC(=O)COC(=O)CNC(=O)C23CC4CC(CC(C4)C2)C3)cc(OC)c1	-1	3	-11	·	0.9	2	5	i	0
50	CC(NC(=S)NC(=O)c1cccs1)c1ccccc1 (stereo not given)	-4	3	-8	0	-1.0	4	14	i	22
51	O=C1/C(=C\Nc2ccc(Cl)cc2)CCN1c1ncccn1	-1	-5	-13	1	2.0	1	-3	i	5
52	O=c1[nH]c(CNCc2cccnc2)nc2ccccc12	-1	-1	-4	1	0.9	7	-2	i	-8
53	Cn1nccc1C(=O)NC1CCCc2c1cnn2-c1ccccc1F (stereo not given)	1	-8	-2	-2	0.2	-2	-4	i	4
54	c1ccc2occc2c1	0	-8	-3	0	-0.7	-4	-9	i	13
55	CCNc1nc(NC(C)C)nc(NC(C)(C)C)n1	-6	-3	2	-3	1.8	2	-2	i	-9
56	C[C@H](O)[C@@H]1C(=O)N2CCc3ccc(-c4ccccc4)cc3[C@@H]2C[C@@H]1N(C)C(=O)c1ccc(C#N)cc1	4	-6	-4	1	-0.4	-4	15	i	-8
57	CCC(O)C1CCN(C(=O)c2ccc(OC3CCN(Cc4ccccn4)CC3)cc2)CC1 (stereo not given)	3	1	-2	-4	-0.4	-5	-4	i	1
58	COCCCN(Cc1cc(OC)c(OC)c(OC)c1)C(=S)Nc1cccc(Cl)c1	0	-12	-4	10	1.2	-1	7	i	-44
59	COc1ccccc1CNc1nc(NCc2ccc(NC(C)=O)cc2)c2sccc2n1	-1	0	-1	-11	0.2	10*	-2	i	6
60	Cc1noc(C(=O)Nc2cccc(Cl)c2)c1Cl	1	-3	-4	0	0.1	1	1	i	6

Entries of single compounds, quoted from the list. Order of screens: CSN inh | E coli Lon inh | MsrA act | MT1-MMP act inh | MsrA inhibitor | Rin1 Abl inh | FAS-TE inh | Rpn11 inh | MLLE-PAM2 inh
`Cc1ccc2sc(NC(=O)CN3C(=O)c4ccccc4C3=O)nc2c1C` in the list: 1 | 1 | -4 | 2 | 0.1 | 1 | -4 | i | -8
`COc1cc(/C=N/NC(=O)c2cccs2)ccc1OCc1ccccc1` in the list: 1 | -6 | -17 | 2 | 2.3 | -6 | 8 | i | -1
`O=c1[nH]c(CNCc2cccnc2)nc2ccccc12` in the list: -1 | -1 | -4 | 1 | 0.9 | 7 | -2 | i | -8

Continued:
item	smiles	CSN inh	E coli Lon inh	MsrA act	MT1-MMP act inh	MsrA inhibitor	Rin1 Abl inh	FAS-TE inh	Rpn11 inh	MLLE-PAM2 inh
61	CC1(C)NC(=O)N(CCOCCOc2c(Cl)cc(Cl)cc2Cl)C1=O	-3	-14	-12	1	-0.1	0	-9	i	3
62	CN(C)/C=C(/C(=O)c1ccc(Cl)cc1Cl)S(=O)(=O)c1ccccc1	-1	5	-3	6	-1.3	1	-3	i	13
63	O=C(COC(=O)C12CC3CC(CC(Cl)(C3)C1)C2)Nc1ccccc1	11	-7	-1	0	0.6	4	23	i	-18
64	Cc1ccc(S(=O)(=O)Nc2c(C)n(C)n(-c3ccccc3)c2=O)cc1	-6&0	2&-4	-2&-3	4&3	-1.1&-0.5	2&-1	-1&-8	i	-5&1
65	CC(C)Oc1ccc(C(=O)Nc2ccc(N3CCCCC3)cc2)cc1	-11	-14	-11	2	-0.7	-1	-7	i	9
66	O=C(COC(=O)c1ccc(Cl)c(S(=O)(=O)N2CCCC2)c1)NC1CCCCC1	4	-2	-4	-5	-0.2	5	7	i	6
67	Clc1ccc(C=NN2CCCCCC2)c(Cl)c1	-1	3	-7	0	-0.2	2	10	i	-33
68	CC(=O)c1cccc(NC(=O)C2CCCCC2)c1	-2	-10	-1	-3	-0.4	3	-2	i	13
69	CC(CNC(=O)Cn1ccc2cc(S(=O)(=O)N3CCCC3)ccc21)c1ccccc1 (stereo not given)	-4	-4	-2	5	0.0	2	2	i	7
70	CCCc1ccc(C(O)c2ncc(-c3cccc(F)c3)[nH]2)cc1 (stereo not given)	1	8	-7	0	0.1	0	5	i	2
71	CC(=O)Nc1c(O)nc(SCC(=O)Nc2sc3c(c2C#N)CCCCCC3)[nH]c1=O	7	3	-2	-3	-0.6	-1	-19	i	-2
